# Xi reactivation – activators of X-chromosome reactivation in mouse fibroblasts | XiGFP mouse fibroblasts, % GFP-positive cells imaging, 3 d; cells co-treated with 5-aza-dC sensitizer; scaled so ellipticine positive control = 100% | activation, % at 7.58 µM | hit rate 0.055% among 360,000 | AID 743238;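 active = mean normalized replicate activation at least 10% and every replicate at or above 10%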;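 also: 0% = median of on-plate neutral control wells and 100% = ellipticine 6 µM median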
#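 Assay system – SV40-immortalized XiGFP fibroblast cells, line 68-5-11 · Buffer or medium – DMEM supplemented with 5-aza-dC as sensitizing agent · Dosing – one concentration, pinned · Benchmarks – positive control ellipticine, 6 µM final · Times – 3 days compound exposure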
# EWS-Fli inh – inhibitors of EWS/Fli oncoprotein transcriptional activity | A673 NR0B1-luciferase reporter, viability-normalised | inhibition, % at 12.6 µM | hit rate 0.67% among 350,000 | AID 651661;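 active = mean inhibition of at least 50% after viability correction, with every replicate also passing that limit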;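 also: firefly luciferase signal divided by Alamar Blue viability fluorescence both relative to DMSO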
# FN deposition inh – fibronectin deposition inhibition; AH1F fibroblasts, Alexa488-fibronectin deposition fluorescence, overnight; hit rate 0.086% among 350,000; inhibition, % at 12.6 µM;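 active = mean inhibition across replicates of 30% or more, regardless of how many single replicates reach that level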;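 also: positive control wells lacked labelled fibronectin entirely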
#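 Assay system: AH1F fibroblast monolayer, labelled fibronectin deposition. Amount: 10000 cells per well. Also added: labelled fibronectin 24 nM. Compound: single-point pinned compound. Incubation: cell attachment 1 h, compound and FN exposure overnight. Detection: fluorescence after three HBSS washes, excitation 485 nm, emission 525 nm. Read-out: inhibition of fibronectin deposition signal.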
# S100A4 MyoIIA – S100A4-myosin IIA interaction inhibition. AID 652163. hit rate 0.14% among 360,000. P26447. inhibition, % at 10.7 µM. S100A4/TAMRA-MyoIIA peptide fluorescence polarization;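 active = mean inhibition of at least 70% across replicates, with every replicate also reaching that level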
# Target sequence (P26447 whole entry, looked up): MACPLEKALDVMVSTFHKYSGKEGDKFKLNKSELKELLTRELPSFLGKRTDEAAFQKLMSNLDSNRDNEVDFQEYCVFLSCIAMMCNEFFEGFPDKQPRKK
#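 Test system: S100A4 monomer protein. Medium: HEPES buffer with Ca2+, pH 7.2. Reagent: fluorescent myosin IIA peptide, 5 nM. Compound dosing: single-point compound testing. Timing: 5 min between mix addition and reading. Benchmarks: DMSO neutral and TFP positive wells.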
# esBAF inh – SWI/SNF esBAF complex inhibition; hit rate 2% among 350,000; AID 602393; reporter increase, % at 12.5 µM; mouse ES cells, Bmi1-luciferase knock-in reporter, 24 h; 100% = twice the neutral-well signal; in the data active = activation above about 40%;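 also: 0% = median of the plate's neutral control wells and 100% = double that signal; a rise in the Bmi1 reporter signal indicates esBAF inhibition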
# RAD54 inh – RAD54 (human) branch migration inhibition; hit rate 0.14% among 360,000; RAD54 Holliday junction branch migration, FAM/BHQ fluorescence; AID 602329; inhibition, % at 10.4 µM; Q92698;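 active = mean normalized replicate activity at least 40 and at least half of replicates scoring 40 or more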;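 also: 0% = median of neutral control wells and 100% = median of positive control wells; inhibitors cause a drop in the FAM fluorescence signal; in these data hits start at about 50%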
# RAD52 inh – RAD52 (human) annealing inhibition. recombinant RAD52 DNA annealing, FRET fluorescence. hit rate 0.46% among 360,000. P43351. inhibition, % at 18.7 µM;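 active = every replicate showing at least 50% inhibition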
# Target sequence (P43351 whole entry, looked up): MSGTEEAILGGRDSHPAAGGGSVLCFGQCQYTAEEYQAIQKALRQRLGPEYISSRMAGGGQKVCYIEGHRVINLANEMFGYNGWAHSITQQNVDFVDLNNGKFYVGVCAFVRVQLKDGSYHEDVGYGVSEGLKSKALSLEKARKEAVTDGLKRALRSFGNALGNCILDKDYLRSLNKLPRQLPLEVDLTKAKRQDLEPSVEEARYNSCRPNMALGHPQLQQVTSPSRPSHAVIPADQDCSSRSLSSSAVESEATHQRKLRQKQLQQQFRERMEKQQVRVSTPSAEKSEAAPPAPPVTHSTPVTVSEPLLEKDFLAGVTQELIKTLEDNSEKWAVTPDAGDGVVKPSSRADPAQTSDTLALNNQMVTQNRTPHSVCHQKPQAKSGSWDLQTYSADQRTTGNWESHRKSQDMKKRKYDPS
# E-sel inducer – E-selectin induction on HUVECs | P16581 | HUVEC E-selectin immunofluorescence imaging; normalized: neutral wells 0, TNF-alpha wells 100 | activation, % at 7.58 µM | hit rate 0.37% among 260,000;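 active = mean E-selectin-positive cell signal at least 10% of the positive control, reached in at least 60% of replicates, without over 20% cell loss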;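 also: in these data hits start at about 27%; measured in HUVEC primary endothelial cells; signal is the percent of cells scored E-selectin positive by PE staining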
#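 Assay system: HUVEC primary endothelial cells. Input: 3,000 HUVEC seeded per well. Doses: one compound dose added by pin transfer. Read-out basis: % PE-positive cells. Benchmarks: TNF-alpha high, DMSO low. Detection: immunofluorescence imaging. Buffer or medium: EGM-2, gelatin.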
# * marks the source's active call; other numbers are inactive results; / = not tested or not shown. The order is random; overall some 3% were active at least once.
SMILES,Xi reactivation,EWS-Fli inh,FN deposition inh,S100A4 MyoIIA,esBAF inh,RAD54 inh,RAD52 inh,E-sel inducer
N#Cc1ccc(NC(=O)COC(=O)C2Cc3ccccc3CN2C(=O)c2ccccc2)cc1 (configuration not stated),0.0,/,2,/,-1,4,/,/
O=C(Nc1ccnc(-c2ccncc2)n1)c1cccs1,0.2,10,9,7,/,/,-6,3.4
CO[C@@H]1CN(C)C(=O)c2ccc(NS(C)(=O)=O)cc2OC[C@H](C)N(CCC(F)(F)F)C[C@H]1C,-0.1,1,11,-2,2,-3,4,0.1
CC1=C(C(=O)N(C(C)C)C(C)C)CC(CC(=O)NCc2cccs2)C(=O)N1CCCN1CCCC1=O (configuration not stated),-0.1,-9,5,-9,-4,3,-18,-0.1
Cc1ccc(S(=O)(=O)N2CCN(C(=O)C(C)Cn3nc(C)c(C)c3C)CC2)cc1 (configuration not stated),-0.1,0,0,-3,-1,20,-14,2.2
COCC(=O)N(C)C[C@H]1Oc2cc(C#Cc3cccnc3)ccc2S(=O)(=O)N([C@@H](C)CO)C[C@@H]1C,0.3,-11,/,5,-3,1,3,0.5
COc1ccc(NC(=O)Nc2ccc3c(c2)C(=O)N([C@H](C)CO)C[C@@H](C)[C@@H](CN(C)C(=O)Nc2ccc4c(c2)OCO4)O3)cc1,0.3,-15,/,/,15,4,/,-2.8
O=C(Nc1ccc2c(c1)OCCO2)C(c1ccccc1F)n1c(=O)c(-c2ccco2)nc2ccccc21 (configuration not stated),-0.1,5,6,-5,/,/,-15,0.2
O=C1CN(C(=O)COC(=O)c2ccc(Cl)c(S(=O)(=O)N3CCCCC3)c2)c2ccccc2N1,0.1,15,-3,-19,1,3,-50,0.0
O=C(NCCN1C(=O)C2C3C=CC(C3)C2C1=O)Nc1ccccn1 (configuration not stated),-0.1,-2,12,-1,-13,-3,-11,-0.2
CC(C)(C)NCCOc1ccc(Br)cc1,/,/,/,-6,0,-4,-4,/
COC(=O)c1cc2cc(NS(=O)(=O)c3ccc(C)cc3)ccc2s1,/,/,-1,/,0,4,/,-0.7
Cc1ccc(-c2ccc(=O)n(CCC(=O)N3CCN(Cc4ccccc4)CC3)n2)cc1,0.1,3,-9,-5,-7,-1,1,/
O=C(Nc1cc(Br)ccc1O)c1cc(-c2cccs2)on1,0.0,-36,5,7,37,8,-39,/
CCC(=O)NC(=S)Nc1ccc(NC(=O)c2ccc(C)c([N+](=O)[O-])c2)cc1,0.0,8,5,0,/,/,-14,1.0
COc1cccc(C(=O)Nc2ccc3c(c2)C(=O)N(C)[C@H]2CC[C@@H](CC(=O)N[C@H](C)c4ccccc4)O[C@H]2CO3)c1,0.1,9,2,-1,9,5,1,-0.2
Brc1ccc(N/N=C(/N=Nc2nn[nH]n2)c2ccccc2)cc1,0.3,-14,10,3,/,/,-11,/
CCn1ccc2c(OCC(=O)NCCc3ccc(OC)c(OC)c3)cccc2c1=O,-0.1,2,-6,0,7,0,4,0.3
C/C(COc1ccccc1)=N\NC(=O)c1nnn(-c2nonc2N)c1-c1ccc(C)cc1,0.0,-12,-10,0,-4,-7,3,0.5
CCCC#Cc1ccc([C@@H]2[C@@H](CO)N3C(=O)CN(C(=O)NC4CCCC4)C[C@@H]23)cc1,-0.1,8,/,13,/,/,-4,0.2

# Brought forward from above: 2 entries, then new ones.
SMILES,Xi reactivation,EWS-Fli inh,FN deposition inh,S100A4 MyoIIA,esBAF inh,RAD54 inh,RAD52 inh,E-sel inducer
C/C(COc1ccccc1)=N\NC(=O)c1nnn(-c2nonc2N)c1-c1ccc(C)cc1,0.0,-12,-10,0,-4,-7,3,0.5
CCCC#Cc1ccc([C@@H]2[C@@H](CO)N3C(=O)CN(C(=O)NC4CCCC4)C[C@@H]23)cc1,-0.1,8,/,13,/,/,-4,0.2
CCC(=O)N1[C@@H](CO)[C@@H](c2ccccc2)C12CN(Cc1ccccc1Cl)C2,0.2,-12,-3,-3,/,/,-10,0.1
CN(C)/C=N/c1nc2ncc(-c3ccc(Cl)cc3)c(/N=C/N(C)C)n2n1,0.0,-3,-10,3,-4,-1,-6,/
COc1ccc(CCC(=O)Nc2cccc(S(=O)(=O)N(C)C)c2)cc1OC,0.0,6,7,1,-1,6,-2,-0.1
C[C@@H]1CN([C@H](C)CO)C(=O)c2cccc(NC(=O)C3CCCCC3)c2O[C@@H]1CN(C)Cc1ccc(Oc2ccccc2)cc1,-0.1,4,/,143*,2,-2,-9,0.0
O=C(CCCC(=O)OCC(Cl)=C(Cl)Cl)Nc1cccc2ccccc12,-0.1,6,-7,2,/,/,6,/
CC(=O)NCC(=O)OCC(=O)c1ccc(Cl)cc1,-0.1,2,-4,2,-6,5,-3,/
Cc1nn(-c2ccccc2)c(N2CCCC2)c1/C=C1\N=C(c2ccccc2)OC1=O,0.1,9,9,2,/,/,-78,/
CN(C)/C=C1\C(=O)N(C)N=C1C(F)(F)F,0.2,14,11,-2,/,/,-3,/
COc1ccc(NC(=O)Nc2nnc(Cc3ccc(OC)c(OC)c3)s2)cc1,0.0,4,-4,-8,-6,-2,-18,/
Cc1ccc2nc(-c3ccc(NC(=O)CN4CCN(c5ccccn5)CC4)cc3)sc2c1,0.0,-80,-9,-2,/,9,-12,0.0
O=C(N[C@@H]1C=C[C@H](CC(=O)N2CCC(Cc3ccccc3)CC2)O[C@H]1CO)c1cnccn1,0.4,/,-13,1,-3,4,-1,-0.1
COc1cc(C2NC(=O)NC3=C2C(=O)OC3)cc(OC)c1OC (configuration not stated),0.0,-2,4,-4,-3,-1,-25,-0.1
COc1ccc2cc(S(=O)(=O)c3ccccc3)c(=O)oc2c1,0.0,30,5,0,/,6,-11,0.0
C[C@@H]1CCCCO[C@@H](CN(C)S(=O)(=O)c2cn(C)cn2)[C@@H](C)CN([C@H](C)CO)C(=O)c2cc(NC(=O)Nc3ccc4c(c3)OCO4)ccc2O1,-0.3,-2,/,-7,22,-5,8,0.0
Oc1c(Br)cc(Br)c2cccnc12,0.4,12,16,4,-4,16,0,0.5
Cc1ccccc1-n1c(SCC(=O)N/N=C/c2ccccc2OCC(=O)O)nc2ccccc2c1=O,0.6,1,1,-5,-5,3,-20,3.7
O=Cc1sc(Nc2ccccc2)nc1Cl,0.3,-13,-14,5,/,/,-70,-0.4
COC(=O)CSc1[nH]c2cc(C)ccc2c1[N+](=O)[O-],0.0,8,8,-25,-5,-1,-12,-0.1
O=C1CC(NCCc2ccccc2)C(=O)N1CCc1ccccc1 (configuration not stated),0.0,14,5,-11,6,-2,-3,-0.4
Oc1ccc(-c2cn3ccccc3n2)cc1O,0.1,-22,1,-7,5,7,-18,-0.3
COc1ccc(C(=O)COc2ccc(F)cc2)c(O)c1,0.0,-34,4,-2,68*,13,-8,1.6
C[C@@H]1CN([C@H](C)CO)C(=O)c2cc(C#CCN(C)C)cnc2O[C@@H]1CN(C)Cc1ccc(C(=O)O)cc1,0.2,-9,8,3,4,-15,-10,0.5
Cn1c(N)c(C(=O)COC(=O)/C=C/c2ccc(S(=O)(=O)N3CCOCC3)cc2)c(=O)n(C)c1=O,0.0,2,-5,0,-11,7,-12,2.8
O=C(O)COc1ccc2c3c(c(=O)oc2c1)CCCC3,0.0,-7,-5,-6,/,/,-8,/
CCC1(c2ccccc2)NC(=O)N(CC(=O)Nc2ccc(S(=O)(=O)N3CC(C)CC(C)C3)cc2)C1=O (configuration not stated),0.0,14,-7,-4,/,-12,2,0.0
CCOC(=O)CSc1nc(C)cc2c1C(=O)OC2,-0.2,8,/,2,1,-5,-13,/
COc1ccc(NC(=O)Nc2ccc3c(c2)C(=O)N([C@@H](C)CO)C[C@H](C)[C@H](CN(C)C(=O)NC2CCCCC2)OCCCC[C@@H](C)O3)cc1,1.0,-6,/,-2,3,-3,1,-0.2
CCCCN(C)CCCNC(=O)CN1C(=O)COc2ccc(S(=O)(=O)N3CCOCC3)cc21,0.0,/,4,1,-3,-1,-6,/
CCCc1cc(C(=O)Nc2ccc(C(=O)OC)cc2)cs1,0.1,-39,-5,-1,/,4,-9,-0.4
COc1ccc(C)cc1Nc1nc(-c2c(C)[nH]c3ccccc23)cs1,0.3,-2,-6,-4,/,/,-56,0.2
O=C(CSc1nnc2ccc(-c3ccccn3)nn12)N1CCCC1,0.0,6,-12,5,/,/,-15,/
Cc1cccc(-n2c(CCN3C(=O)c4ccccc4C3=O)nc3ccccc3c2=O)n1,/,/,-15,1,/,-2,-15,/

# Grouped by structure: the entries above with an aryl methoxy group
SMILES,Xi reactivation,EWS-Fli inh,FN deposition inh,S100A4 MyoIIA,esBAF inh,RAD54 inh,RAD52 inh,E-sel inducer
COc1ccc(NC(=O)Nc2ccc3c(c2)C(=O)N([C@H](C)CO)C[C@@H](C)[C@@H](CN(C)C(=O)Nc2ccc4c(c2)OCO4)O3)cc1,0.3,-15,/,/,15,4,/,-2.8
COc1cccc(C(=O)Nc2ccc3c(c2)C(=O)N(C)[C@H]2CC[C@@H](CC(=O)N[C@H](C)c4ccccc4)O[C@H]2CO3)c1,0.1,9,2,-1,9,5,1,-0.2
CCn1ccc2c(OCC(=O)NCCc3ccc(OC)c(OC)c3)cccc2c1=O,-0.1,2,-6,0,7,0,4,0.3
COc1ccc(CCC(=O)Nc2cccc(S(=O)(=O)N(C)C)c2)cc1OC,0.0,6,7,1,-1,6,-2,-0.1
COc1ccc(NC(=O)Nc2nnc(Cc3ccc(OC)c(OC)c3)s2)cc1,0.0,4,-4,-8,-6,-2,-18,/
COc1cc(C2NC(=O)NC3=C2C(=O)OC3)cc(OC)c1OC (configuration not stated),0.0,-2,4,-4,-3,-1,-25,-0.1
COc1ccc2cc(S(=O)(=O)c3ccccc3)c(=O)oc2c1,0.0,30,5,0,/,6,-11,0.0
COc1ccc(C(=O)COc2ccc(F)cc2)c(O)c1,0.0,-34,4,-2,68*,13,-8,1.6
COc1ccc(NC(=O)Nc2ccc3c(c2)C(=O)N([C@@H](C)CO)C[C@H](C)[C@H](CN(C)C(=O)NC2CCCCC2)OCCCC[C@@H](C)O3)cc1,1.0,-6,/,-2,3,-3,1,-0.2
COc1ccc(C)cc1Nc1nc(-c2c(C)[nH]c3ccccc23)cs1,0.3,-2,-6,-4,/,/,-56,0.2

# Screening data deposited in PubChem by Broad Institute.
